# Compound activity from PubChem.
# ERp5 inh – blocks human ERp5 reductase activity on insulin; inhibition, % at 9.99 µM; Q15084; 0.05% of 350,000 active; ERp5 insulin aggregation, absorbance 650 nm, 90 min; AID 651711;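 active = mean replicate inhibition above about 25%, with every replicate also reaching it, limit read from the data, passing the limit was not always enough; inconclusive = only one of those two criteria met; inactive = neither criterion met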
# Target sequence (Q15084 whole entry, looked up): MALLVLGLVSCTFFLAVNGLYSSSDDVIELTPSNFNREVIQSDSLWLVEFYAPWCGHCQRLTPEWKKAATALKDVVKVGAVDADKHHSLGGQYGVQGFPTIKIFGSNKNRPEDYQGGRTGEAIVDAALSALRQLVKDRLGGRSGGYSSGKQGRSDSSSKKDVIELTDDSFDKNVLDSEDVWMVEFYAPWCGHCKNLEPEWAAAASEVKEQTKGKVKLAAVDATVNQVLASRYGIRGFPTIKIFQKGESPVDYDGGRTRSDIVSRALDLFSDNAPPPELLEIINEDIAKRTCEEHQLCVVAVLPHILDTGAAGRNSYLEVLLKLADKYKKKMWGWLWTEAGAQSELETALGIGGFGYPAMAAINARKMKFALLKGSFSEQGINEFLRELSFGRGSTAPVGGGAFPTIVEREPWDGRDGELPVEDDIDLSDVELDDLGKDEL
# miR122 inh – miR-122 inhibition in Huh7 cells | 0.3% of 340,000 active | AID 602342 | Huh7 miR-122 Renilla luciferase sensor, 48 h; neutral wells = 0, positive control = 100 | activation (reporter increase), % at 12.5 µM;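 active = mean replicate activation score at least 90 and every replicate individually at or above 90; inconclusive = only one of the two criteria met; inactive = neither criterion met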;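 note: higher luciferase means less miR-122 activity so hits act as miR-122 inhibitors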
# esBAF inh – inhibitors of esBAF chromatin remodeling in mouse ES cells; Bmi1-luciferase knock-in reporter, 24 h; 100% = twice the neutral-well signal; 2% of 350,000 active; AID 602393; reporter increase, % at 12.5 µM; in the data active = activation above about 40%; inconclusive = no clear call, values can overlap the other calls;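 note: 0% = median of the plate's neutral control wells and 100% = double that signal; a rise in the Bmi1 reporter signal indicates esBAF inhibition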
# Cneo AK release – causes C. neoformans cell lysis. adenylate kinase release luminescence, 4 h; normalised: neutral wells 0, clomiphene wells 100. lysis activity, % at 15 µM. 0.2% of 360,000 active. AID 651654;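 active = mean lysis activity across replicates of at least 80%, whatever share of replicates individually reach that level; inactive = mean lysis activity below 80%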
#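 Test system: log-phase Cryptococcus neoformans yeast cells; Quantity: yeast cell density of 5 × 10^6 cells/mL; Buffer or medium: YPD; Doses: single compound concentration per well; Timing: 4 h at 37 °C static, read 1 h later; Measured by: AK luminescence; Read-out basis: lysis from increased AK signal; Control set: Clomiphene as positive control.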
# ARNT-TACC3 inh – disruptors of human ARNT/TACC3 interaction. Q9Y6A5. AlphaScreen His-ARNT PAS-B/GST-TACC3 binding, luminescence; TACC3 fragment carries E629A point mutation. inhibition, % at 9.99 µM. 0.66% of 390,000 active;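 active = mean inhibition of replicates at least 50% and at least half of replicates each reaching 50%; inconclusive = half or more replicates reach 50% but mean below 50%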;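 note: 0% = complete ARNT plus TACC3 wells and 100% = ARNT alone without TACC3; many hits fall short of the cut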
# SIRT5 block – sirtuin-5 (human) deacylase inhibition; Purified SirT5, succinyl-peptide AMC, trypsin-coupled fluorescence; inhibition, % at 15 µM; 1.1% of 330,000 active; Q9NXA8; in the data active = inhibition above about 15%; inconclusive = no clear call, values can overlap the other calls
# Target sequence (Q9NXA8 whole entry, looked up): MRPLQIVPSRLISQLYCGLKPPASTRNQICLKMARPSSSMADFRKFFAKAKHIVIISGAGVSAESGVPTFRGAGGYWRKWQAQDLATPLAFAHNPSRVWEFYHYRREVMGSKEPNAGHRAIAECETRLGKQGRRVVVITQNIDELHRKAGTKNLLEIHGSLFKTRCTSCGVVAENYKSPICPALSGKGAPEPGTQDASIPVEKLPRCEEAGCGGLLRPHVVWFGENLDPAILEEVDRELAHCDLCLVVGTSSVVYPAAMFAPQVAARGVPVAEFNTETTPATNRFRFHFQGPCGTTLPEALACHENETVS
# Statin myotox sup – protects C2C12 myotubes from simvastatin toxicity | rescue of ATP level, % at 7.49 µM | 0.78% of 330,000 active | ATP luminescence, 48 h; scaled: DMSO 0, geranylgeraniol control 100 | AID 602340;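 active = mean ATP rescue above about 67%, or every replicate alone reaching that limit, limit read from the data, passing the limit was not always enough; inconclusive = no clear call, values can overlap the other calls; inactive = mean under the limit and some replicate under it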;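 note: myotubes were challenged with 10 µM simvastatin during compound exposure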
# An asterisk follows results filed as active; ? = inconclusive; nt = no result given; & = joins results of further samples; [ ] = remark or other dose.
SMILES,ERp5 inh,miR122 inh,esBAF inh,Cneo AK release,ARNT-TACC3 inh,SIRT5 block,Statin myotox sup
COc1cc(/C=C2\C(=O)ON=C2c2ccccc2)cc(Cl)c1O,-2,2,nt,nt,-2,1,nt
CC(=O)Oc1ccc2c(c1)OC(c1ccccc1)CC21CC(C)(C)NC(=S)N1 (configuration not stated),nt,-6,-12,0,1,nt,nt
O=C(Nc1ccccc1)N[C@H]1CC[C@H](CCNS(=O)(=O)c2cccc(F)c2)O[C@H]1CO,-1,nt,2,1,-15,-3,-2
O=C(CCl)NC(Cc1c[nH]c2ccc(OCc3ccccc3)cc12)C(=O)O (configuration not stated),-1,nt,-4,1,-20,-1,-5
CC(C#N)Sc1nnc(-c2ccccc2F)n1C1CC1 (configuration not stated),-1,2,0,2,-2,-1,2
COc1ccc(-c2cn(Cc3ccc(C(N)=O)cc3)c(CCN)n2)cc1,-1,-1,14,-1,nt,-1,-14
O=c1cc(O)c(-c2ccccc2)c(Cl)[nH]1,nt,-6,-8,-1,-1,nt,-13
CC(=O)c1cccc(S(=O)(=O)N2CCCC(c3nc4c(nnn4Cc4cccc(Cl)c4)c(=O)[nH]3)C2)c1 (configuration not stated),2,-1,2,5,22,5,3
C=CSc1sc(Cl)c(N2CCOCC2)c1[N+](=O)[O-],2,nt,nt,nt,14,3,nt
c1ccc(CSc2ncnc3ccccc23)cc1,-2,-5,12,3,-8,4,11
CC(C)(C)OC(=O)C[C@@H]1C/C=C\C[C@@H](CC(=O)N[C@H](CO)Cc2ccccc2)C(=O)NCCOC1=O,1,-5,-6,-1,-5,8,5
CN(C)C(=O)[C@@H]1[C@@H](CO)[C@@H]2Cn3c(ccc(C4=CCCCC4)c3=O)[C@H]1N2C,1,-3[16.7 µM],6,-1,-5,-22,8
Cc1nnsc1C(=O)N1CCCC(Nc2ccc(F)c(F)c2)C1 (configuration not stated),-1,-6,-6,-1,7,-4,-2
COCCC(=O)N1CCC(Oc2ccc(C(=O)N(C)Cc3cc(C)no3)cc2)CC1,1,nt,nt,-1,2,-1,nt
Cc1ccnc2nc(C(=O)OCC(=O)N(CC(C)C)C3CCS(=O)(=O)C3)nn12 (configuration not stated),-4,-5,-6,0,nt,-5,5
C[C@H]1CN([C@@H](C)CO)S(=O)(=O)c2ccc(C#CC3(O)CCCC3)cc2O[C@H]1CN(C)C(=O)Nc1ccccc1,-8,-2[16.7 µM],-9,-2,6,5,-42
COc1ccc(CN(C)C[C@H]2OCCCC[C@@H](C)Oc3ccc(NC(=O)Nc4ccccc4)cc3C(=O)N([C@@H](C)CO)C[C@H]2C)cc1,nt,0[16.7 µM],0,-16,-4,nt,nt
C[C@@H]1CCCCO[C@H](CN(C)C(=O)Nc2cccc3ccccc23)[C@@H](C)CN([C@@H](C)CO)C(=O)c2cc(NC(=O)c3ccncc3)ccc2O1,-2,-3[16.7 µM],17,0,7,6,-20
C[C@@H]1CN([C@@H](C)CO)C(=O)c2cc(Br)cnc2O[C@H]1CN(C)C(=O)Nc1ccccc1,0&-2&-1,-5,0&2&1,0&1&-3,-3&-3,-2&-2&-5,8&-2&2
Cc1noc(C)c1NC(=O)Nc1cccc2c1O[C@@H](CN(C)C(=O)NC(C)C)[C@@H](C)CN([C@@H](C)CO)C2=O,-9,5[16.7 µM],-3,-2,-13,0,-15
Cc1ccccc1NC(=O)CCOc1ccccc1,0,1,17,4,-8,-6,1
CCOC(=O)CCCN1CC(O)=C(c2nc(-c3ccc(Cl)cc3)cs2)C1=N,0,nt,nt,nt,1,-1,nt
Cc1cccc(-n2ncc3c(N(C)C4CCCCC4)ncnc32)c1,3,6,-79,-7,-5,2,-16
CCCc1cc(=O)[nH]c(SCc2cccc(C)c2)n1,nt,12,-6,1,-7,nt,-5
CCC(=O)Nc1ccc2c(c1)OC[C@H](C)N(C(=O)CN1CCOCC1)C[C@H](C)[C@H](OC)CN(C)C2=O,-1,1[16.7 µM],-2,24,-20,-2,-14
CC(=O)n1cc([C@@H]2C=C(C(=O)N3CCCCCCC3)O[C@H](OCCCCO)C2)c2ccccc21,-3,nt,nt,2,5,-5,nt
C[C@H]1CN([C@@H](C)CO)C(=O)Cc2cc(NC(=O)Cc3cn(C)c4ccccc34)ccc2O[C@H]1CN(C)C(=O)Nc1ccc(C(F)(F)F)cc1,-9,5[16.7 µM],-3,-1,-16,nt,17
COc1ccc(S(=O)(=O)Nc2cccc3c2O[C@H](CN(C)CC2CCCCC2)[C@@H](C)CN([C@H](C)CO)C3=O)cc1,-3&1,-33[16.7 µM],-4&1,2&5,-5&2,-1&8,16&12
O=C(Nc1ccccc1)N1CCSc2ccccc21,1,nt,nt,72,-8,-1,nt
O=C(c1cccc(Br)c1)N1CCN(S(=O)(=O)N2CCOCC2)CC1,-2,-4,-3,nt,-6,3,-6
CCC1=C(OC(=O)N(CC)CC)N2C(=O)OC(=NCCOC)[C@]2(Cc2ccccc2)[C@H]2C1=CC[C@H]1C(=O)NC(=O)[C@H]12,2,1,nt,0,-2,nt,nt
N#C[C@H]1[C@@H](c2ccccc2)[C@H](CO)N1C(=O)c1ccc2c(c1)OCO2,0,nt,-1,-3,-13,-1,-4
Cc1ccc(NC(=O)C2CC(=O)n3ncnc3N2)cc1 (configuration not stated),6,-1,4,-1,-13,1,3
CCOC(=O)c1ccc(Oc2cc(C)nc(SC)n2)cc1,nt,43,1,-2,-10,nt,-1
CCCCC(CC)C(=O)Oc1ccc(O)c(C(C)(C)C)c1 (configuration not stated),-5,-13,3,42,-7,19*,0
CCn1c(CCNC(=O)c2ccco2)nc2ccccc21,2,-6,0,1,14,0,-3
CCCOC1CCCN(C(=O)c2ccc3oc(C(C)C)nc3c2)C1 (configuration not stated),3,-5,44*,3,-1,0,-5
CC(C)CNC(=S)NC1CCCC1,nt,-9,-4,8,-18,nt,-2
C=COC(=O)NC1CCc2cc(OC)c(OC)c(OC)c2-c2ccc(SC)c(=O)cc21 (configuration not stated),-9,65,nt,nt,7,-1,nt
CCc1nc2ccc(C(=O)Nc3cccc(OCC(=O)N(C)C)c3)cn2c1N(C)Cc1ccc(N(C)C)cc1,12,-1,3,-1,nt,-2,-6
CCN1CCN(C2=C(Cl)C(=O)N(Cc3ccccc3)C2=O)CC1,nt,2,6,2,-23,nt,7
C[C@H]1CCCCO[C@H](CN(C)C(=O)C2CCCCC2)[C@@H](C)CN([C@@H](C)CO)C(=O)c2cc(NC(=O)CCC(F)(F)F)ccc2O1,-4,7[16.7 µM],1,57,-1,5,nt
COc1ccc(-c2nn(CCC(=O)O)cc2/C=C/C(=O)O)cc1[N+](=O)[O-],-5,nt,nt,nt,-6,0,nt
COc1cc(CC(=O)OCC(=O)Nc2ccc(S(=O)(=O)N3CCCC3)cc2)cc(OC)c1OC,nt,-1,-6,1,19,nt,6
CCOC(=O)c1cnc2ccc(OC)cc2c1NCc1ccccc1,-1,-3,nt,4,-12,-3,nt
CN1CCN(C(=O)C[C@H]2CC[C@@H]3[C@H](COc4ccc(NC(=O)c5cscn5)cc4C(=O)N3C)O2)CC1,-2,0[16.7 µM],-3,-1,-3,1,-20
COc1ccc(Cl)cc1S(=O)(=O)N1CCC(C(=O)NCc2ccco2)CC1,-4,9,6,1,-2,-1,6
CCCCn1c(C2CCCCC2)nc2cc3[nH]c(=O)c(C(C)C)nc3cc21,-1,16,2,-2,-8,nt,3

# One compound at a time, as listed above. Screens in order: ERp5 inh	miR122 inh	esBAF inh	Cneo AK release	ARNT-TACC3 inh	SIRT5 block	Statin myotox sup
# CN1CCN(C(=O)C[C@H]2CC[C@@H]3[C@H](COc4ccc(NC(=O)c5cscn5)cc4C(=O)N3C)O2)CC1 is listed with -2	0[16.7 µM]	-3	-1	-3	1	-20
# CC(C)CNC(=S)NC1CCCC1 is listed with nt	-9	-4	8	-18	nt	-2
# C[C@H]1CCCCO[C@H](CN(C)C(=O)C2CCCCC2)[C@@H](C)CN([C@@H](C)CO)C(=O)c2cc(NC(=O)CCC(F)(F)F)ccc2O1 is listed with -4	7[16.7 µM]	1	57	-1	5	nt

# esBAF inh, what is marked active above.
SMILES | ERp5 inh | miR122 inh | esBAF inh | ARNT-TACC3 inh | SIRT5 block
CCCOC1CCCN(C(=O)c2ccc3oc(C(C)C)nc3c2)C1 (configuration not stated) | 3 | -5 | 44* | -1 | 0

# Other results.
SMILES,ERp5 inh,miR122 inh,esBAF inh,Cneo AK release,ARNT-TACC3 inh,SIRT5 block,Statin myotox sup
CC(=O)N/C(N)=N/c1nc2cc(C)ccc2o1,1,nt,nt,nt,-6,-6,nt
COc1ccc(OC)c(C2c3[nH]c4ccccc4c3C[C@H]3C(=O)N(CCCOC(C)C)CC(=O)N23)c1 (some centres not stated),2,nt,1,-1,-1,1,10
COCc1c(C(=O)N/N=C(/C)c2ccc(OCc3ccccc3)cc2)nnn1-c1nonc1N,-3,-1,25,-3,-1,-8,-19
Cn1cccc1/C=N/NC(=O)Cc1ccccc1,0,-2,3,5,-2,1,6
COc1ccc(C2=CC(c3sccc3C)n3nnnc3N2)cc1 (configuration not stated),nt,5,?,-3,4,nt,5
Cc1ccc(S(=O)(=O)N2CCOCC2)cc1NC(=O)Cn1ccsc1=N,nt,2,0,6,-7,nt,nt
Cc1ccc(OCC(=O)NCCNC(=O)COc2ccc(C)cc2)cc1,0,-3,-2,-2,-3,5,3
COc1cccc(-c2ccc([C@H]3[C@@H](C#N)N(C(=O)Cc4ccccc4)[C@@H]3CO)cc2)c1,-1,nt,2,2,18,3,14
O=C(CN1CCN(C(=O)c2cc(C3CC3)nn2-c2ccccc2)CC1)Nc1ccc(F)cc1,-4,-6,4,-8,nt,0,5
CCCC(C(=O)NC1CCCC1)N(CC1CCCO1)C(=O)c1snc(C(N)=O)c1N (configuration not stated),nt,3,-1,6,-3,nt,-5
CCn1c(=O)c2c(nc3n2CCCN3CCc2ccccc2)n(C)c1=O,nt,4,nt,0,-3,nt,nt
CCc1noc(C)c1C(=O)Nc1ccc(S(=O)(=O)N2CCCC(C)C2)cc1 (configuration not stated),3,4,nt,-1,-3,0,9
C[C@@H]1CN([C@@H](C)CO)C(=O)c2cc(NC(=O)Nc3ccccc3)ccc2O[C@@H](C)CCCCO[C@@H]1CN(C)C(=O)Nc1ccc2c(c1)OCO2,-3,-6[16.7 µM],0,-2,9,3,nt
CCc1ccc(C(=O)COC(=O)C2=NN(c3ccccc3)C(=O)CC2)cc1,-5,5,-4,0,nt,3,11
CCCC#Cc1ccc2c(c1)O[C@H](CN(C)C(=O)NC(C)C)[C@H](C)CN([C@H](C)CO)S2(=O)=O,-2,-5[16.7 µM],-3,3,19,-6,2
O=C1CC(N2CCC(c3nc4ccccc4o3)CC2)C(=O)N1Cc1cccs1 (configuration not stated),nt,-1,2,-2,-2,nt,3
O=C(CSc1nnnn1-c1ccccc1)CC(=O)Nc1ccc(Cl)cc1,nt,-1,0,1,-4,nt,-4
COc1ccc(C(=O)N/C(=C\c2ccccc2)C(=O)Nc2ccc(C(=O)NCC(=O)O)cc2)cc1,4,4,2,-1,-24,-1,-3
O=C1OCCC1Sc1nnc(-c2ccc(Br)cc2)o1 (configuration not stated),nt,-2,-41,0,-3,nt,4
COc1ccc(NC(=O)NCCc2c[nH]c3ccccc23)c(OC)c1,7,7,0,11,3,-2,1
CCCc1ncc(C(O)c2cccc(OC)c2OC)n1C (configuration not stated),nt,7,-3,3,-4,nt,1
COCCCNC(=O)c1csc([C@@H]2O[C@H](CO)[C@H](O)[C@H](O)[C@H]2O)n1,-8,-1,-4,3,nt,0,-8
CC(C)c1cc(N2CCN(C(=O)c3ccco3)CC2)n2c(nc3ccccc32)c1C#N,-1,-3,-6,0,nt,0,7
Cc1cc(C)nc(N/N=C/C(Cl)=C/c2ccccc2)n1,-2,3,nt,nt,3,8,nt
O=C1CCCC/C=C\C[C@H](CC(=O)N(CCO)Cc2ccccc2)C(=O)NCCO1,-4,nt,12,1,-4,-7,8

# An unsorted share of the library; any-hit rate near 4%.
